Assay outcomes as filed in PubChem.
Imprint erasure = qHTS Assay for Compounds that Induce Erasure of Genomic Imprints; Potency, µM (top dose mostly 60.7 µM), for inactives: at the top dose activity change, positive = activation, most hits filed as activators; mouse ES Peg3-LacZ reporter, beta-gal luminescence, 40 h; AID 1948, 2009; 0.02% of 110,000 active;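 note: 0% = negative control wells on the plate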
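Each well holds 300 Peg3LacZ-Neo (maternal) female ES cells incubated 40 h at 37C, 5% CO2. LacZ is measured by BetaGlo luminescence, with AC50 and maximum efficacy derived from dose-response curves.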
p53ts 39C tox = qHTS Screen for Compounds that Selectively Target Cancer Cells with p53 Mutations: Cytotoxicity of p53ts Cells at the Nonpermissive Temperature; H1299-p53A138V viability at 39C, ATP luminescence, 24 h; Potency, µM (top dose mostly 46.1 µM), inactives show at the top dose activity change, negative = cell killing, actives largely listed as cytotoxic; 1.5% of 130,000 active; note: nearly all actives have a fitted effect of over 55% in size
p53ts 32C kill = qHTS Screen for Compounds that Selectively Target Cancer Cells with p53 Mutations: Cytotoxicity of p53ts Cells at the Permissive Temperature; H1299-p53A138V at 32C, ATP luminescence viability, 24 h; 0.93% of 130,000 active; Potency, µM (series often up to 46.1 µM), for inactives: at the top dose activity change, negative = cytotoxicity, most hits filed as cytotoxic;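 note: 0% = DMSO and -100% = full killing by reference compound; nearly all actives have a fitted effect of over 55% in size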
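H1299-p53 A138V cells (temperature-sensitive p53) exposed 24 h to up to 46 uM compound at 32C, where p53 is wild-type in conformation. Viability read as ATP luminescence and normalised to DMSO and 100 uM tamoxifen. AC50 fitted with the Hill equation.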
IkB signaling = IkB Signaling; ABC-DLBCL IkBa-CBG/CBR dual luciferase ratio, 4 h; response scale: scaled: untreated 0%, proteasome inhibitor 100%; Potency, µM (series often up to 57.1 µM), for inactives: at the highest dose IkBa stabilization activation; 0.04% of 110,000 active; AID 445, 2006; active = well fitted curve in the direction sought with a large enough effect in the signal ratio, not every such curve was filed as active; inconclusive = small, poorly fitted or top-dose-only effect, or a change in a side signal; the % refers to the signal ratio;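 note: the direction sought is a rising ratio; 0% = basal untreated cells and 100% = reference inhibitor full response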
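Luminescence ratio of IκBα-fused green versus native red beetle luciferase in OCI-Ly3 cells, 4 h post-doxycycline with compound; red signal alone, scaled from basal (0%) to zero light (-100%), flagged nonspecific or cytotoxic effects.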
* hit, by the source's call; ? = inconclusive; / = no result given; & = joins results of further samples; [ ] = another dose, or the depositor's remark. Unless noted, calls come from the whole dose curve; as a rule, active = well fitted curve in the direction sought with a large enough effect; inconclusive = small, poorly fitted or top-dose-only effect, or another doubt; inactive = no such curve, though single readings can be large; an effect the other way counts as inactive or inconclusive. Unless noted, % is set by controls: 0 for no effect and ±100 for the full control effect; potency is the fitted concentration of half-maximal effect.

SMILES	Imprint erasure	p53ts 39C tox	p53ts 32C kill	IkB signaling
CC(C)(C)N1C(=O)c2ccc(C(=O)O)cc2C1=O	2%	-2%	15%	1.2%
Cc1cc(C(=O)OCC(=O)Nc2ccc(F)cc2)c(C)o1	-11%	-5%	-1%	1.4%
O=C(Nc1ccc2nc(SCC(=O)N3CCOCC3)sc2c1)c1ccccc1Cl	-14%[10.9 µM]	-7%	-25%	?
COc1ccc(OC)c(C2C(C(C)=O)=C(O)C(=O)N2CCC(=O)O)c1 (stereo not drawn)	1%	15%	-9%	0.8%
CCCCC(=O)Nc1ccc(N2CCN(C(=O)CC)CC2)cc1	-22%	-5%	-3%	7.8%
CC(C)n1nc(C(=O)Nc2nc3ccc(S(C)(=O)=O)cc3s2)c2ccccc2c1=O	-11%	-2%	-2%	0.2%
COC(=O)c1ccccc1NS(=O)(=O)c1ccc2c(c1)CCCN2C(C)=O	-7%[10.9 µM]	26%	-1%	?
COc1ccc(C2C(C(=O)Nc3ccccc3)=C(C)Nc3nc(-c4ccccc4)nn32)c(OC)c1 (stereo not drawn)	-7%[10.9 µM]	11%	14%	?
Cc1ccc(N2CCN(c3cc(C)nc4nc(C)nn34)CC2)c(C)c1	-10%	7%	4%	-2.3%
Cc1ccc(NC(=O)NCc2c(-n3cccc3)sc3c2CCCC3)c(Cl)c1	-8%[10.9 µM]	20%	14%	-0.4%
COc1ccc(CCCc2nnc(SCC(=O)Nc3nc(C)cs3)n2C)cc1	-18%	17%	1%	1.3%
COc1ccc(C2=C(O)C(C)N(c3ccccc3)C2=N)cc1OC (stereo not drawn)	-8%	-2%	3%	0.8%
Cc1cc(C)nc(NS(=O)(=O)c2ccc(Br)s2)c1	-16%	-1%	-2%	-0.1%
O=C(O)[C@@H]1[C@@H](C(=O)Nc2ncccn2)[C@@H]2C=C[C@@H]1O2	-4%[10.9 µM]	-7%[9.22 µM]	-1%[9.22 µM]	1.1%[11.4 µM]
COc1ccc(S(=O)(=O)N2Cc3ccccc3CC2C(=O)Nc2nccs2)cc1OC (stereo not drawn)	-21%	?	-12%	?
COc1ccc(C2NC(=O)NC(C)=C2C(=O)Nc2ccccc2)cc1OC (stereo not drawn)	4%[10.9 µM]	9%	15%	-0.5%
CCCn1c(-c2ccc(OC)cc2)nc2nc3ccccc3nc21	-10%	6%	4%	4.0%
Cc1cc(C)c2c(N)c(C(=O)N3CCN(c4ncccn4)CC3)sc2n1	-15%	-8%	-5%	-0.3%
Cc1ccc(C)c(Nc2ncnc3onc(C)c23)c1	2%[10.9 µM]	1%	-5%	-1.7%
Cc1ccc(NS(=O)(=O)c2cn(C)cn2)cc1	-7%	-5%	-5%	-1.7%
CCNc1nc(NCC)nc(C(=O)NN)n1	/	6%	5%	/
O=C1CCCCCN1C(=O)c1cccc(C(=O)N2CCCCCC2=O)c1	-5%	-5%	0%	3.9%
COc1ccccc1NC(=O)NC1(C(=O)N2CCCCCC2)CCCCC1	/	28%	4%	/
O=C(O)CCC(=O)OCC1CCCO1 (stereo not drawn)	2%	6%	0%	3.1%
COc1ccc(C)cc1-n1nnnc1SCC1CCCCO1 (stereo not drawn)	-3%	-1%	5%	-0.2%

Continued, overlapping the part above by 2 compounds.
SMILES	Imprint erasure	p53ts 39C tox	p53ts 32C kill	IkB signaling
O=C(O)CCC(=O)OCC1CCCO1 (stereo not drawn)	2%	6%	0%	3.1%
COc1ccc(C)cc1-n1nnnc1SCC1CCCCO1 (stereo not drawn)	-3%	-1%	5%	-0.2%
CC(C)OC(=O)c1cc(NC(=O)C2C3CCC(O3)C2C(=O)O)cc(C(=O)OC(C)C)c1 (stereo not drawn)	-22%	-10%	-3%	0.2%
O=c1c2[nH]c3ccccc3c2ncn1CCN1CCNCC1	-13%	1%	8%	-0.6%
Cn1nnnc1SCC(=O)N1c2ccccc2Sc2ccccc21	-9%	-4%	-2%	-1.5%
c1cc(Nc2ncnc3sccc23)cc(-c2nnc3n2CCCCC3)c1	-13%	-7%	8%	?
CNC(=O)c1[nH]cnc1C(=O)Nc1cccc(OC)c1	-10%	12%	3%	?
CCOC(=O)CSc1nc2cc(C)ccc2cc1C#N	-19%	-16%	-29%	0.7%
O=C(NCCOCCO)C(=O)Nc1c2c(nn1-c1ccc(F)cc1)CSC2	9%[10.9 µM]	-4%	4%	1.0%
COc1ccc(NCc2ccc3c(c2)OCO3)cc1Cl	-27%	2%	-5%	-3.0%
CN(C)c1oc(-c2ccccc2Cl)nc1S(=O)(=O)c1ccccc1	-18%	8%	3%	0.2%
CCOC(=O)c1ccc2c(c1)nc(SCC(=O)c1ccco1)n2CC	-24%	-1%	2%	-2.2%
Cc1cc(C)n2nc(SCN3C(=O)c4ccccc4C3=O)nc2n1	3%	4%	0%	0.6%
CC1=C(C(=O)Nc2ccc(C)cc2C)C(c2cccs2)n2nc(SCc3cccc(C)c3)nc2N1 (stereo not drawn)	-14%[10.9 µM]	-17%	?	?
CC(=O)c1cc(-c2ccc(F)cc2)n(CCC(=O)NCc2ccc(C)cc2)c1C	-5%[10.9 µM]	28%	3%	0.2%
CCOc1ccc(CCNC(=O)Cn2nnc(-c3ccc(OC)c(OC)c3)n2)cc1OCC	18%[10.9 µM]	?	-15%	-0.9%
CCc1ccc(-c2nc(SCC(=O)NCC3CCCO3)c(-c3ccc(C)cc3)[nH]2)cc1 (stereo not drawn)	-9%[10.9 µM]	-8%	5%	?
COc1ccc(-c2nnc(N(C)C(=O)C3CCCO3)s2)cc1 (stereo not drawn)	/	-28%	?	/
COc1ccc(NC(=O)c2cnc(N3CCOCC3)c3ccccc23)cc1OC	?	-17%	6%	?
CS(=O)(=O)N(CC(=O)N1CCOCC1)c1ccc2c(c1)OCO2	3%	-5%	-8%	2.3%
Cc1ccc(-n2ncc3c(Nc4ccc5c(c4)OCCO5)ncnc32)cc1C	-17%[10.9 µM]	-20%	4%	?
CCOC(=O)/C(C#N)=C1/C=C(C)NC(c2ccccc2O)=N1	-17%	25%	28%	?
CC(C)(C)NC(=O)CSc1nnc(-c2ccccn2)n1-c1ccccc1	-10%	14%	3%	-2.3%
Cc1c(C(=O)NC(C)c2ccccc2)sc2nc3n(c(=O)c12)CCCC3 (stereo not drawn)	-7%[10.9 µM]	?	5%	?
O=S(=O)(/C=C/c1ccccc1)NCCc1ccccn1	-7%	5%	2%	0.8%
Cc1cc2oc(C(=O)Nc3cccc(-c4nc5ccccc5o4)c3)c(C)c2cc1C	-8%[10.9 µM]	-3%	-4%	7.1%
Cc1ccc2c(c1)c(C)c(C)n2CC(O)Cn1nc(C)cc1C (stereo not drawn)	1%	-19%	8%	0.0%

Compounds listed so far that have a furan ring, fused or not:
SMILES	Imprint erasure	p53ts 39C tox	p53ts 32C kill	IkB signaling
Cc1cc(C(=O)OCC(=O)Nc2ccc(F)cc2)c(C)o1	-11%	-5%	-1%	1.4%
CCOC(=O)c1ccc2c(c1)nc(SCC(=O)c1ccco1)n2CC	-24%	-1%	2%	-2.2%
Cc1cc2oc(C(=O)Nc3cccc(-c4nc5ccccc5o4)c3)c(C)c2cc1C	-8%[10.9 µM]	-3%	-4%	7.1%

Gathered by group, the compounds so far containing fluorine (3)
SMILES	Imprint erasure	p53ts 39C tox	p53ts 32C kill	IkB signaling
Cc1cc(C(=O)OCC(=O)Nc2ccc(F)cc2)c(C)o1	-11%	-5%	-1%	1.4%
O=C(NCCOCCO)C(=O)Nc1c2c(nn1-c1ccc(F)cc1)CSC2	9%[10.9 µM]	-4%	4%	1.0%
CC(=O)c1cc(-c2ccc(F)cc2)n(CCC(=O)NCc2ccc(C)cc2)c1C	-5%[10.9 µM]	28%	3%	0.2%

Additional results:
SMILES	Imprint erasure	p53ts 39C tox	p53ts 32C kill	IkB signaling
O=C(Nc1cc(N2CCOCC2)ncn1)NC1(C(F)(F)F)Oc2ccc(Cl)cc2O1 (stereo not drawn)	-22%	?	?	?
Cc1ccc(C)c(S(=O)(=O)NCc2ccc(C(=O)N3CCN(C)CC3)cc2)c1	-1%	7%	-2%	-4.2%
O=C(Nc1cccnc1)c1ccc(COCC(F)(F)F)cc1	-30%	-13%	-18%	0.6%
O=C(CSc1nnc(Cc2ccccc2)n1Cc1ccccc1)NCc1ccco1	/	-6%	-1%	/
COc1ccc(S(=O)(=O)Nc2ccc(O)c3ccccc23)cc1	-57%[inhibitor]	?	?	?
CCOC(=O)c1sc(NC(=O)C(C)Oc2ccc(OC)cc2)c(C(=O)OCC)c1C (stereo not drawn)	-2%[10.9 µM]	9%	11%	0.3%
CCCSCCCNC(=O)C1CCN(C(=O)c2cc3sccc3n2C)CC1	-4%[10.9 µM]	-19%	9%	?
Cc1oc2ncn(CC(C)C)c(=O)c2c1C(=O)N1CCN(c2ccc(F)cc2)CC1	-7%[10.9 µM]	-11%	5%	-2.2%
COCCn1c(SCC(=O)Nc2cccc(C(=O)OC)c2)nc2ccccc2c1=O	-10%	-2%	-3%	-1.2%
Cc1ccc(-n2nc3c(=O)n(CCCC(=O)NC(C)c4ccccc4)nc(C)c3c2C)cc1 (stereo not drawn)	7%[10.9 µM]	-17%	3%	?
O=c1c2cnn(-c3ccc(F)cc3)c2ncn1Cc1ccccc1Cl	-4%[10.9 µM]	3%	-6%	1.4%
Cc1nn(CCC(=O)O)c2nc(-c3cccnc3)cc(C(F)(F)F)c12	0%	-10%	-2%	-0.4%
Cc1ccc(S(=O)(=O)N[C@H]2COC(=O)C/C=C\[C@@H](C)COC(=O)C/C=C\[C@@H]2C)cc1	/	3%&1%[9.22 µM]	0%&-10%[9.22 µM]	/
CCc1ccc(S(=O)(=O)Nc2cc3c(C(=O)OCc4ccccc4)c(C)oc3c3ccccc23)cc1	-23%[10.9 µM]	-17%	0%	3.1%
CCc1ccc(CNC(=O)Cn2c(-c3cccs3)cc3cc(F)ccc32)cc1	-9%[10.9 µM]	-1%	0%	-1.5%
CCOc1ccccc1N1CC(O)=C(c2nc3ccccc3s2)C1=N	-14%	-8%	7%	?
CCn1c(SCC(=O)Nc2sc3c(c2C#N)CCCC3)nnc1-c1ccncc1	/	11%	-9%	/
COc1ccc(Cn2c(CO)cnc2SCC(=O)Nc2ccc3c(c2)OCCO3)cc1	-3%[10.9 µM]	-9%	12%	-0.4%
CC1=CC(C)C(/C=N/n2cnnc2)C(C)C1 (stereo not drawn)	-3%	2%	7%	0.0%
COC(=O)c1ccc(C)c(N(CCO)CCO)c1	-19%	-4%	11%	-1.7%
COc1ccc2[nH]cc(C(=O)CN3CCN(C4CCCCC4)CC3)c2c1	-7%	-3%	4%	2.4%
COc1nc(N2CCOCC2)nc(-n2cccc2)n1	2%	-1%	-11%	-2.9%
COc1cccc2c1cc1c(=O)n(CC(=O)N3CCN(c4ccc(F)cc4)CC3)nc(C)n12	15%[10.9 µM]	-3%	15%	0.5%
O=C(NCc1cccs1)c1nn(-c2ccccc2F)nc1CO	-11%[10.9 µM]	-6%	-6%	?
CCN1CCN(C(=O)CCN2C(=O)COc3ccc(C)cc32)CC1	5%	-5%	8%	0.5%
CCn1c(CCNC(=O)c2cccs2)nnc1SCC(=O)c1ccc(OC)cc1	3%	64%[activator]	-19%	?
COC(=O)c1ccc(NC(=O)CSc2nc3ccc(OC)cc3[nH]2)cc1	20%[10.9 µM]	-11%	1%	6.4%
COc1ccccc1CNc1ccc(-c2nc(-c3ccccn3)no2)cc1[N+](=O)[O-]	-14%[10.9 µM]	-3%	3%	-1.9%

Single records, as listed above. Values in the order: Imprint erasure | p53ts 39C tox | p53ts 32C kill | IkB signaling
COc1ccc(-c2nnc(N(C)C(=O)C3CCCO3)s2)cc1 (stereo not drawn) is listed with / | -28% | ? | /
Cc1ccc(C)c(S(=O)(=O)NCc2ccc(C(=O)N3CCN(C)CC3)cc2)c1 is listed with -1% | 7% | -2% | -4.2%
c1cc(Nc2ncnc3sccc23)cc(-c2nnc3n2CCCCC3)c1 is listed with -13% | -7% | 8% | ?
